Screening data deposited in PubChem by National Center for Advancing Translational Sciences (NCATS).
TrxR1 substrate = substrates of rat thioredoxin reductase 1; O89049; purified TrxR1 substrate turnover, NADPH consumption readout; Potency, µM (doses to about 114 µM), for inactives: top-dose activity change, negative = substrate turnover; 0.01% of 390,000 active; AID 588456; further: on the % scale 0 is the no-effect control and ±100 the full control effect; nearly all actives have a fitted effect of over 50% in size
Target sequence (O89049 whole entry, looked up): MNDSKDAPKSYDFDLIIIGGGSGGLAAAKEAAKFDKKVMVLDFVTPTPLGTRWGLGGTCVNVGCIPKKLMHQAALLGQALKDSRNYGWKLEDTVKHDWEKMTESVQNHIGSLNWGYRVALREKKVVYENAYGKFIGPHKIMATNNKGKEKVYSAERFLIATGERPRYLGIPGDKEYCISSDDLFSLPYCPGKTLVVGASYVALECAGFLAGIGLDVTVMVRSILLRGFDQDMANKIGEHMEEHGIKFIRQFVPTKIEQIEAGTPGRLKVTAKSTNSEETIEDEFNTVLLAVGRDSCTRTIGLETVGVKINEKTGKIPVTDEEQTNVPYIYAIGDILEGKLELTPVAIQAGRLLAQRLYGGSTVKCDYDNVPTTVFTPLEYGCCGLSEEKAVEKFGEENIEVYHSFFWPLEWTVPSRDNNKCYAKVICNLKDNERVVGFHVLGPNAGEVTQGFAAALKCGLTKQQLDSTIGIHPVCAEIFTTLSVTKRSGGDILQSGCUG
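Rat TrxR1, dispensed at 90 nM, was prereduced with 400 uM NADPH (final) for 5 min at ~22 deg C, then incubated with compound 15 min before 400 uM selenite. A first-read NADPH fluorescence drop versus no-compound background flagged substrates.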
TrxR1 inh = rat TrxR1 inhibition; O89049; recombinant rTrxR1, NADPH fluorescence consumption, selenite substrate; Potency, µM (highest dose often 114 µM), inactives show top-dose activity change, negative = inhibition, hits mostly inhibitors; 1% of 390,000 active; AID 588453; further: on the % scale 0 is the no-effect control and ±100 the full control effect; nearly all actives have a fitted effect of over 65% in size
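Rat TrxR1 (90 nM in the dispensed reagent) was pre-reduced with 400 uM NADPH for 5 min at room temperature, then incubated with compound for 15 min. After 400 uM selenite was added, NADPH fluorescence (Ex 340/Em 450 nm) was followed for 8 min.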
mIDH1 inhibitor = blocks human mutant IDH1 R132H enzyme. IDH1-R132H enzyme, NADPH consumption, diaphorase/resazurin fluorescence. Potency, µM (top dose mostly 76.6 µM), without a hit: at the top dose activity change, negative = inhibition, usual class: inhibitors. AID 602179. O75874. 0.093% of 390,000 active; further: on the % scale 0 is the no-effect control and ±100 the full control effect; nearly all actives have a fitted effect of over 65% in size
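IDH1-R132H (0.5 ug/mL) preincubated 30 min with compound, then NADPH (0.016 mM) and alpha-KG (2 mM) added; 80 min at RT, pH 7.5. Remaining NADPH coupled via diaphorase/resazurin to fluorescence (540/590 nm); concentration-response curves normalized to no-enzyme control.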
Vif-A3F inh = blocks the Vif interaction with APOBEC3F; Potency, µM (series often up to 46.1 µM), inactives show at the highest dose activity, negative = active; AID 602313; HeLa A3F-eYFP + Vif (tagged APOBEC3F with the HIV-1 protein that degrades it), YFP fluorescence increase; 0.2% of 390,000 active; further: % of control where 0% means no effect; nearly all actives have a fitted effect of over 65% in size
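HeLa cells stably expressing Vif plus C-terminally eYFP-tagged A3F were seeded, incubated overnight at 37 deg C, dosed with compound, incubated overnight again at 37 deg C. Yellow fluorescence (Ex 488/Em 500-530) reported blocked Vif-mediated A3F-eYFP degradation.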
ALOX12 inh = blocks human arachidonate 12S-lipoxygenase; P18054; purified 12hLO, xylenol orange hydroperoxide absorbance; Potency, µM (doses to about 108 µM), for the others: at the top dose activity change, negative = inhibition, hits mostly inhibitors; 1.1% of 580,000 active; AID 1671190; further: on the % scale 0 is the no-effect control and ±100 the full control effect
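Purified human 12hLO at 150 nM in 25 mM Hepes, 0.01% Triton X-100, pH 7.0, preincubated 15 min at room temperature with compound. Reaction started with 40 uM arachidonic acid, 30 min at room temperature. Hydroperoxide measured by Fe-xylenol orange, 573/405 nm absorbance ratio.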
RXFP1 agonist = RXFP1 (human) receptor agonism. Q9HBX9. HEK293T-RXFP1 cAMP TR-FRET, 30 min; response scale: percent of porcine relaxin response, buffer zero. Potency, µM (titrated, usually from 57.5 µM), for inactives: at the highest dose activation, usual class: activators. 0.3% of 370,000 active. AID 2676; further: on the % scale 0 is the no-effect control and ±100 the full control effect; nearly all actives have a fitted effect of over 60% in size; many of its hits are not listed in these tables
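Agonist response is measured as cAMP accumulation in an RXFP1-transfected HEK293T line under PDE4 inhibition. Values are scaled between buffer-only and 29 nM porcine relaxin, and EC50s come from standard Hill equation fits.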
Vif-APOBEC3G blk = inhibitors of Vif-APOBEC3G interaction. HeLa A3G-eYFP + Vif (tagged APOBEC3G with the HIV-1 protein that degrades it), YFP fluorescence, overnight. Potency, µM (highest dose often 46.1 µM), for the others: top-dose activity, negative = active, most hits filed as inhibitors. 0.076% of 410,000 active;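 further: on the % scale 0 is the no-effect control and ±100 the full control effect; nearly all actives have a fitted effect of over 60% in size; hits raise eYFP signal because A3G escapes Vif-driven loss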
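HeLa cells stably expressing Vif and C-terminally eYFP-tagged A3G, seeded overnight at 37 deg C, then exposed to compound by pintool overnight at 37 deg C. Rise in yellow fluorescence (Ex 488/Em 500-530, Acumen) marks blocked Vif-driven A3G degradation.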
USP1-UAF1 inh = inhibitors of human USP1/UAF1 deubiquitinase; AID 743255; Potency, µM (top dose mostly 57.1 µM), for inactives: at the highest dose activity change, negative = inhibition, most hits filed as inhibitors; O94782; recombinant USP1/UAF1, Ub-Rhodamine cleavage fluorescence; 0.23% of 390,000 active; further: on the % scale 0 is the no-effect control and ±100 the full control effect; nearly all actives have a fitted effect of over 60% in size; inactives centre near -12
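USP1/UAF1 complex (1 nM) preincubated 15 min at room temperature with compound, then Ub-Rho substrate (150 nM final) added. Kinetic fluorescence at 480/540 nm over 6 reads at 60 s intervals; 50 mM HEPES pH 7.8, 0.5 mM EDTA, 0.1 mg/ml BSA, 1 mM TCEP, 0.01% Tween-20.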
RGS4 inhibitor = blocks human RGS4-accelerated GTP hydrolysis; P49798; Transcreener GDP fluorescence polarization, RGS4-accelerated GTP hydrolysis; Potency, µM (series often up to 114 µM), inactives show at the top dose activity change, negative = inhibition, hits mostly inhibitors; 0.039% of 390,000 active; AID 504845; further: on the % scale 0 is the no-effect control and ±100 the full control effect; nearly all actives have a fitted effect of over 75% in size; some results filed as inactive show a strong effect at the top dose
Target sequence (P49798 whole entry, looked up): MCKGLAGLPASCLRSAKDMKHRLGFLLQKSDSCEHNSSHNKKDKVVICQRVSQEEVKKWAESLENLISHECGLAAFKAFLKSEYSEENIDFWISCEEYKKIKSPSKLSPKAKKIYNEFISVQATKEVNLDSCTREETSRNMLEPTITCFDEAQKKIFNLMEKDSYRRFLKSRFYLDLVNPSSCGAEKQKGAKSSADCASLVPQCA
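MLSMR compounds (23 nl, pin-transferred) preincubated 10 min at room temperature with a 500nM (2x) first reagent, then RGS4 at 900nM (2x) plus Transcreener GDP mix added; fluorescence polarization (620/688 nm) read before and after 90 min at 30 °C.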
Starred values were filed as active, the others as inactive; . = no result given; [ ] = remark or other dose. The call rests on the fitted dose curve; in most records, active means well fitted curve in the direction sought with a large enough effect; inconclusive means small, poorly fitted or top-dose-only effect, or another doubt; inactive means no such curve, though single readings can be large; an effect the other way counts as inactive or inconclusive. Potency means the concentration at half of the fitted maximal effect.

SMILES | TrxR1 substrate | TrxR1 inh | mIDH1 inhibitor | Vif-A3F inh | ALOX12 inh | RXFP1 agonist | Vif-APOBEC3G blk | USP1-UAF1 inh | RGS4 inhibitor
C=CCSc1nc2sc3c(c2c(=O)n1CC)CCC3 | 7.1% | -0.1% | 5.7% | 22.4µM* | -22.6% | 4.0% | -3.5% | -2.0% | -21.0%
COc1ccc(NC(=S)NC2CC3CCCC(C2)N3C2CC2)cc1 (configuration not stated) | -1.5% | -33.8% | -3.5% | 12.6% | 1.8% | 2.9% | 0.6% | -10.7% | 2.3%[56.9 µM]
CC(C)NC(=O)NC(=O)CSc1nncs1 | 2.0%[57.1 µM] | 10.0%[57.1 µM] | 8.6% | -0.6% | 10.6% | 0.9% | 0.1% | -15.2% | 6.6%
COCC(=O)Nc1ccc([N+](=O)[O-])cc1OC | -5.2% | -2.5% | 0.0% | -11.7% | -13.1% | -0.3% | -0.8% | -20.9% | -8.5%
COc1ccc(C(CNC(=O)C(C)(C)Oc2ccc(Cl)cc2)N2CCOCC2)cc1 (configuration not stated) | -3.1% | 3.6% | 8.4% | 0.7% | 2.2% | . | 1.0% | -16.6% | -37.9%
CC(=O)Nc1ccc(S(=O)(=O)Nc2ccc(N3CCOCC3)cc2)cc1 | -4.3% | -15.4% | 8.1% | -7.1% | -6.4% | 1.1% | -0.9% | -5.4% | -10.8%
COc1ccc(-n2ncc(C(=O)N3CCOCC3)c2C2CCN(C(=O)OC(C)(C)C)CC2)cc1 | -1.1% | 12.9% | -6.0% | 4.6% | -11.7% | 0.4% | 2.9% | -26.0% | -2.8%
Cc1ccc(NC(=O)C2C3CCCC2C3c2ccccc2)cc1 (configuration not stated) | -12.8% | -15.3% | -1.6% | 0.0% | -19.3% | 0.9% | 1.0% | 5.5% | 4.8%
C(=N\N=C\c1ccncc1)/c1ccncc1 | -1.0% | -5.6%[57.1 µM] | -10.1% | 0.4% | -0.6% | -0.7% | -8.2% | -5.8% | -18.6%
CCCC(=O)NC(c1ccc(OC)cc1)c1ccc2cccnc2c1O (configuration not stated) | 13.5%[57.1 µM] | 22.9%[57.1 µM] | 6.2% | 11.2µM* | -16.9% | -0.8% | -14.8% | -5.0% | -1.3%

Nothing new here: entries from further up.
SMILES | TrxR1 substrate | TrxR1 inh | mIDH1 inhibitor | Vif-A3F inh | ALOX12 inh | RXFP1 agonist | Vif-APOBEC3G blk | USP1-UAF1 inh | RGS4 inhibitor
C(=N\N=C\c1ccncc1)/c1ccncc1 | -1.0% | -5.6%[57.1 µM] | -10.1% | 0.4% | -0.6% | -0.7% | -8.2% | -5.8% | -18.6%
CCCC(=O)NC(c1ccc(OC)cc1)c1ccc2cccnc2c1O (configuration not stated) | 13.5%[57.1 µM] | 22.9%[57.1 µM] | 6.2% | 11.2µM* | -16.9% | -0.8% | -14.8% | -5.0% | -1.3%

Some values from the results shown.
For TrxR1 substrate, COc1ccc(-n2ncc(C(=O)N3CCOCC3)c2C2CCN(C(=O)OC(C)(C)C)CC2)cc1 is listed with -1.1%
For USP1-UAF1 inh, COc1ccc(C(CNC(=O)C(C)(C)Oc2ccc(Cl)cc2)N2CCOCC2)cc1 (configuration not stated) is listed with -16.6%

Compound profiles, as listed above.
Record of C=CCSc1nc2sc3c(c2c(=O)n1CC)CCC3 → TrxR1 substrate = 7.1%; TrxR1 inh = -0.1%; mIDH1 inhibitor = 5.7%; Vif-A3F inh = 22.4µM*; ALOX12 inh = -22.6%; RXFP1 agonist = 4.0%; Vif-APOBEC3G blk = -3.5%; USP1-UAF1 inh = -2.0%; RGS4 inhibitor = -21.0%
Record of C(=N\N=C\c1ccncc1)/c1ccncc1 → TrxR1 substrate = -1.0%; TrxR1 inh = -5.6%[57.1 µM]; mIDH1 inhibitor = -10.1%; Vif-A3F inh = 0.4%; ALOX12 inh = -0.6%; RXFP1 agonist = -0.7%; Vif-APOBEC3G blk = -8.2%; USP1-UAF1 inh = -5.8%; RGS4 inhibitor = -18.6%
Record of CC(=O)Nc1ccc(S(=O)(=O)Nc2ccc(N3CCOCC3)cc2)cc1 → TrxR1 substrate = -4.3%; TrxR1 inh = -15.4%; mIDH1 inhibitor = 8.1%; Vif-A3F inh = -7.1%; ALOX12 inh = -6.4%; RXFP1 agonist = 1.1%; Vif-APOBEC3G blk = -0.9%; USP1-UAF1 inh = -5.4%; RGS4 inhibitor = -10.8%

An excerpt. The share of hits here may be higher or lower than overall.
